# PAD4 inh = human PAD4 inhibitors, primary screen, biochemical, fluorescence polarization, 1536-well format. recombinant PAD4, RCA probe fluorescence polarization. Protein-arginine deiminase type-4 (Homo sapiens), Q9UM07. AID 485272, 2010. 330,000 compounds, 0.41% hits. inhibition, % at 6.36 µM;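 active means percent inhibition above a cutoff equal to the mean of all tested compounds plus 3 SD, cut at about 15% in these data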;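 further: 0% = PAD4 with RCA probe and DMSO and 100% = probe without PAD4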
# PAFAH1B3 FP inh = PAFAH1B3 enzyme inhibitors, primary screen, biochemical, fluorescence polarization, human | recombinant PAFAH1B3, FP-rhodamine probe | inhibition, % at 3.39 µM | 340,000 compounds, 0.28% hits;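 active means inhibition above the screen-wide average of all tested compounds plus 3 SD, cut at about 25% in these data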;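 further: 0% = enzyme with DMSO only and 100% = wells lacking PAFAH1B3 protein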
# PAFAH1B2 FP inh = PAFAH1B2 enzyme inhibitors, primary screen, biochemical, fluorescence polarization, human; Platelet-activating factor acetylhydrolase IB subunit alpha2 (Homo sapiens), P68402; recombinant PAFAH1B2, FP-rhodamine activity probe; inhibition, % at 3.39 µM; 340,000 compounds, 1.2% hits; AID 492953, 2010;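 active means inhibition above the mean of all tested compounds plus 3 SD, cut at about 24% in these data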;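 further: 0% = enzyme with DMSO and 100% = wells lacking PAFAH1B2; many of its hits are not listed in these tables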
# PME-1 inh = PME-1 inhibitors via competitive probe labeling, primary screen, biochemical, fluorescence polarization, FP-Rh probe, HTS; inhibition, % at 5.9 µM; recombinant PME-1; 320,000 compounds, 0.53% hits; Protein phosphatase methylesterase 1 (Homo sapiens), Q9Y570;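 active means inhibition above the campaign mean of all compounds plus 3 SD, cut at about 26% in these data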;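 further: competitive labeling of PME-1 active site by serine hydrolase directed probe; 0% = PME-1 with DMSO and 100% = wells lacking PME-1 enzyme; inhibitors block probe labeling so polarization falls and inhibition rises; many of its hits are not listed in these tables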
# Target sequence (Q9Y570 whole entry, looked up): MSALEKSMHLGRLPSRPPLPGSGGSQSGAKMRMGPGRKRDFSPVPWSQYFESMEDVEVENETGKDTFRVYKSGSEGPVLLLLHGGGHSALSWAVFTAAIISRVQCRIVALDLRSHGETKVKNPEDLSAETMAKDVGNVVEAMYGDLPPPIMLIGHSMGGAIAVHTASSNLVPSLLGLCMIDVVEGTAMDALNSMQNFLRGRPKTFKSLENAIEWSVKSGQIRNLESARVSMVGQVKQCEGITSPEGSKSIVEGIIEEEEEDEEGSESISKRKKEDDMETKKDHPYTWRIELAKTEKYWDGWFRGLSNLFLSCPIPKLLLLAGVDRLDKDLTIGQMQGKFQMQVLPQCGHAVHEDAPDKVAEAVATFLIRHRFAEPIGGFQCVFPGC
# PAFAH2 FP inh = PAFAH2 enzyme inhibitors, primary screen, biochemical, fluorescence polarization, human; inhibition, % at 3.39 µM; 340,000 compounds, 0.99% hits; recombinant PAFAH2, FP-rhodamine activity probe; Platelet-activating factor acetylhydrolase 2, cytoplasmic (Homo sapiens), Q99487;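 active means inhibition above the mean over all tested compounds plus 3 SD, cut at about 30% in these data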;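 further: inhibitors block probe labeling of enzyme so polarization drops; 0% = enzyme with DMSO and 100% = wells lacking PAFAH2 protein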
# GSTO1 inh = inhibitors of recombinant GSTO1, primary screen, counter-screen for RBBP9 inhibitor project, biochemical, fluorescence polarization. inhibition, % at 5.96 µM. activity-based probe fluorescence polarization. Glutathione S-transferase omega-1 (Homo sapiens), P78417. AID 1974, 2009. 300,000 compounds, 1.1% hits;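 active means inhibition above the campaign mean inhibition plus 3 SD, cut at about 35% in these data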;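 further: 0% = GSTO1-1 with DMSO and 100% = wells lacking GSTO1-1 enzyme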
# LYPLA1 counter = LYPLA1 inhibitors, primary screen, counter-screen for PME1 inhibitor project, biochemical, fluorescence polarization, FP-Rh probe ABPP; recombinant LYPLA1; inhibition, % at 5.9 µM; 320,000 compounds, 0.16% hits;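 active means inhibition above the mean of all tested compounds plus 3 SD, set per campaign, cut at about 14% in these data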;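 further: inhibitors block serine hydrolase probe labeling of LYPLA1 so polarization falls; 0% = enzyme with DMSO and 100% = wells lacking LYPLA1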
# Target sequence (O75608 whole entry, looked up): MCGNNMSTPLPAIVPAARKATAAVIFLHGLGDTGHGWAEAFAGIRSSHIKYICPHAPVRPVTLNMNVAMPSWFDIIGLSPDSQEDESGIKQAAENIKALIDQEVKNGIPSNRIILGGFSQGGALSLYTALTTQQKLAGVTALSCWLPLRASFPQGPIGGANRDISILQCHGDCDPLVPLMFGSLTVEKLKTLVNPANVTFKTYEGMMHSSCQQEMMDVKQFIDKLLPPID
# Fam108B inh = mouse Fam108B serine hydrolase inhibitors, primary screen, counter-screen for RBBP9 inhibitor project, biochemical, fluorescence polarization | recombinant Fam108B, FP-Rh probe fluorescence polarization | inhibition, % at 9.51 µM | 300,000 compounds, 0.33% hits | AID 1947, 2009;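 active means inhibition above the screen mean inhibition plus 3 SD, computed separately per campaign, cut at about 18% in these data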;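 further: inhibitors lower polarization as less probe binds the enzyme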
# pPAFAH inh = pPAFAH enzyme inhibitors, primary screen, biochemical, fluorescence polarization, human; Platelet-activating factor acetylhydrolase (Homo sapiens), Q13093; recombinant pPAFAH, FP-rhodamine probe fluorescence polarization; 330,000 compounds, 1.5% hits; inhibition, % at 3.39 µM; AID 463082, 2010;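 active means inhibition above the mean inhibition across the screen plus 3 SD, cut at about 25% in these data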;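 further: inhibitors block binding of the rhodamine activity-based probe so polarization drops; 0% = enzyme with DMSO and 100% = wells lacking pPAFAH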
# Target sequence (Q13093 whole entry, looked up): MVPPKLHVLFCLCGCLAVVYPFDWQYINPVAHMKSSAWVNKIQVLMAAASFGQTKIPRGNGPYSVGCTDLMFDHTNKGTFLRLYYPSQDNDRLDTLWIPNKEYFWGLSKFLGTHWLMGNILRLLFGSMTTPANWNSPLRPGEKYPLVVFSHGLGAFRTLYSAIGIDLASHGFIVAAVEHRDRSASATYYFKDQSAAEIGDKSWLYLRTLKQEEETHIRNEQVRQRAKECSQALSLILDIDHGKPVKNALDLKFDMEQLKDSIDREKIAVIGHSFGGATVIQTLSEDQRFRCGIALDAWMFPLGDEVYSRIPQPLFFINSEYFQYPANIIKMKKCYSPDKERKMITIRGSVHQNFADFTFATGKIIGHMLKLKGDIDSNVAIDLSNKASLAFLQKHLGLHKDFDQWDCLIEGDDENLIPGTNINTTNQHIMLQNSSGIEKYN
# An asterisk follows results filed as active; · = no result given; & = joins results of further samples.
# Results follow in this order: PAD4 inh, PAFAH1B3 FP inh, PAFAH1B2 FP inh, PME-1 inh, PAFAH2 FP inh, GSTO1 inh, LYPLA1 counter, Fam108B inh, pPAFAH inh
COC(=O)C1(C(F)(F)F)C2C=CC(C2)N1S(=O)(=O)c1ccc(C)cc1 (centres undefined)
→ -4, 3, 5, -3, -4, 2, -1, 0, 1
CCOc1ccccc1N1CCN(C(=O)C(Sc2ccccc2)c2ccccc2)CC1 (centres undefined)
→ -5, 10, 1, 0, 3, 1, -2, 2, 5
COc1ccc(NC(=O)N2CCC(c3nc(-c4cccs4)no3)CC2)cc1
→ 0, 3, 3, 4, -7, 8, 4, 2, 0
COc1ccccc1OCC(=O)NNC(=O)c1cnccn1
→ 6, 8, 4, -5, 1, 30, -1, -2, -6
COc1ccc(S(=O)(=O)N2CCCC(C(=O)NCCC3=CCCCC3)C2)cc1 (centres undefined)
→ -2, -1, 19, 1, -1, 2, 4, 2, 7
C=CCn1c(SC(C)C(=O)c2c(N)n(C)c(=O)n(C)c2=O)nnc1-c1ccoc1C (centres undefined)
→ -1, 2, 0, -1, -2, ·, -2, ·, -2
CC(C)=CCC[C@](C)(O[C@@H]1O[C@H](CO[C@@H]2O[C@H](CO)[C@@H](O)[C@H](O)[C@H]2O)[C@@H](O)[C@H](O)[C@H]1O)C1CC[C@]2(C)C1C(=O)CC1[C@@]3(C)CC[C@H](O[C@H]4O[C@@H](CO)[C@H](O)[C@@H](O)[C@@H]4O)C(C)(C)C3CC[C@]12C (some centres undefined)
→ 5, 1, 11, ·, -2, ·, ·, ·, 6
CN1CCN(S(=O)(=O)c2cc([N+](=O)[O-])ccc2N/N=C/c2ccc(Cl)cc2)CC1
→ -3, 5, 6, 3, 1, -2, 1, -3, 4
COc1ccccc1N(O)C1CC(=O)N(c2ccc(F)cc2)C1=O (centres undefined)
→ -20, 5, 3, -2, 0, 57*, 4, 4, 15
NC(=O)CCc1c[nH]c2ccccc12
→ -3, 6, 1, -5, -1, 2, 3, 0, 1
CCOc1ccc(CCNS(=O)(=O)c2c(C)n[nH]c2C)cc1OCC
→ -3, 3, 1, -3, 1, -1, -4, -5, 3
CCCCC1=CC2=CC(=O)C(C)(OC(=O)C3CCCC3)C(=O)C2=CO1 (centres undefined)
→ -13, 10, -1, -4, 6, 18, 2, -6, 20
COc1ccc(/C=N/Nc2nc(N3CCCC3)nc(N3CCCC3)n2)cc1
→ -1, 6, 6, 1, -2, -5, -5, -4, 0
CCCS(=O)(=O)n1nc(-c2ccc(Br)cc2)cc1N
→ 1, 3, 2, 10, 1, 1, 1, 3, 9
COC(=O)c1cc(OC)c(OC)cc1N=CC1=C(O)CC(C)(C)CC1=O
→ 0, 0, -1, -2, -9, 0, 2, 2, 0
Cc1ccc(/C=N/c2sc3c(c2C#N)CCC3)o1
→ -2, 1, 2, -3, 16, 6, 1, 4, 9
O=C(OCc1c(-c2ccccc2)ncc2ccccc12)c1ccco1
→ -1, 6, 5, ·, 2, ·, ·, ·, 32*
COc1ccc(-c2n[nH]c(=S)n2C2CCCCC2)cc1
→ -4, 3, 3, 6, 2, -2, -1, 1, 10
CC1C(=O)N2CCCc3cc(NS(C)(=O)=O)cc1c32 (centres undefined)
→ -9, 9, 3, 5, 2, 6, 4, 4, 2
Cc1cc(C)c(C(N)=O)c(Nc2cccc(Cl)c2C)n1
→ 0, -1, 6, 2, -3, -4, 0, 3, 2

# Whole records as entered above. Values in the order: PAD4 inh | PAFAH1B3 FP inh | PAFAH1B2 FP inh | PME-1 inh | PAFAH2 FP inh | GSTO1 inh | LYPLA1 counter | Fam108B inh | pPAFAH inh
# Shown for COc1ccc(-c2n[nH]c(=S)n2C2CCCCC2)cc1 = -4 | 3 | 3 | 6 | 2 | -2 | -1 | 1 | 10
# Shown for Cc1ccc(/C=N/c2sc3c(c2C#N)CCC3)o1 = -2 | 1 | 2 | -3 | 16 | 6 | 1 | 4 | 9
# Shown for CCCCC1=CC2=CC(=O)C(C)(OC(=O)C3CCCC3)C(=O)C2=CO1 (centres undefined) = -13 | 10 | -1 | -4 | 6 | 18 | 2 | -6 | 20
# Shown for Cc1cc(C)c(C(N)=O)c(Nc2cccc(Cl)c2C)n1 = 0 | -1 | 6 | 2 | -3 | -4 | 0 | 3 | 2
# Shown for CC1C(=O)N2CCCc3cc(NS(C)(=O)=O)cc1c32 (centres undefined) = -9 | 9 | 3 | 5 | 2 | 6 | 4 | 4 | 2

# The list continues:
# Results follow in this order: PAD4 inh, PAFAH1B3 FP inh, PAFAH1B2 FP inh, PME-1 inh, PAFAH2 FP inh, GSTO1 inh, LYPLA1 counter, Fam108B inh, pPAFAH inh
COc1ccc(C2=NOC(C(=O)Nc3ccc(C(C)=O)cc3)C2)cc1OC (centres undefined)
→ -1, -6, 5, -1, 0, 8, -1, 3, -1
CN(C(=O)COC(=O)C1=COCCO1)C1(C#N)CCCCC1
→ -1, -2, 2, 3, 9, ·, 1, ·, 1
COc1ccc(NC(=O)C(=O)NNC(=O)c2cccs2)cc1
→ -2, 10, -1, 8, 3, -1, 0, -4, -1
COc1ccc(-c2nc(N)n[nH]2)cc1
→ 4, -3, 1, 8, 5, 1, -2, 1, 0
CC1CCCC(C)N1CCCNC(=O)C(=O)Nc1ccc2nc3n(c(=O)c2c1)CCCCC3 (centres undefined)
→ 0, 0, 2, -1, -4, -4, -4, -3, 2
CN(C)CCCNC(=O)c1ccc(CN(c2ccccc2)S(C)(=O)=O)cc1
→ 0, -2, -3, 0, 7, -7, 1, 1, 5
Oc1ccccc1-c1nc2c3ccccc3c3ccccc3c2[nH]1
→ 2, 43*, 27*, 38*, 59*, -20, 6, 44*, 45*
Cc1ccc(CCN2CCN=C2N(C)C)cc1
→ 4, 4, 0, -3, 9, 1, -4, 4, -1
N#C/C(=C/c1ccc(Sc2nc3ccccc3[nH]2)o1)c1cccc(F)c1
→ -3, -4, -1, -48, -10, -15, -13, -13, -2
Cc1ccc(C)c(NC2=NCC(=O)N2c2ccc3c(c2)OCCO3)c1
→ -1, 3, 2, 1, -2, 8, 0, -1, 5
N#CCSc1nc2c(cc1C#N)CCCCCC2
→ 1, 5, 14, 44*, -4, 2, 0, -2, 0
COc1cccc(C(=O)Nc2cccc(-c3ccccc3)c2)c1
→ 0, 0, 3, -17, -6, -6, -18, -10, 0
CC(C)(C)NC(=O)C(c1ccc(-c2ccccc2)cc1)N(C[C@H]1CC[C@@H]([C@@H]2CC[C@H](CO)O2)O1)C(=O)c1ccccc1F (some centres undefined)
→ -1, 3, 6, ·, -4, ·, ·, ·, 10
Cc1ccc(NC(=S)N/C(=N/S(=O)(=O)c2ccccc2)c2ccccc2)cc1
→ -2, 3&1, 16&20, -3, 6&8, -5, -2, -1, 4
CCOC(=O)N1CCC(N2C(=O)c3ccccc3C2Nc2cc(C)cc(C)c2)CC1 (centres undefined)
→ 1, 0, -1, 25, -1, -3, 2, -2, 6
CNCCOc1ccccc1-c1ccccc1
→ 5, 13, 7, -2, -5, 2, 1, -3, -2
CCOC(=O)N1CCC(N2CCN(c3ccccc3)CC2)CC1
→ 0, 7, 1, 1, -3, 0, -3, 0, 6
Cc1cccc(N2CCN(C(=O)CCS(=O)(=O)c3ccc4c(c3)oc(=O)n4C)CC2)c1C
→ 6, 0, 0, -4, 0, 8, -4, -6, -2
C=CC(COCc1ccccc1)N(CC(=O)OC)S(=O)(=O)c1cc(Br)ccc1OC (centres undefined)
→ 1, 3, 10, ·, 5, ·, ·, ·, -1
CNC(=O)c1cc(Oc2ccc(NC(=O)Nc3ccc(Cl)c(C(F)(F)F)c3)cc2)ccn1
→ -6, -59, -30, -151, -77, ·, -69, ·, -36
O=C(NNc1c2ccccc2nc2ccccc12)c1ccc(O)cc1
→ -2, 5, 6, 49*, 9, -6, -1, 8, 16
Cc1cc2cc3c(cc2nc1SCC(=O)O)CCC3
→ -4, 7, 14, 2, 3, -3, 6, 2, 12
C/C=C/C(=O)N1CC2(CC(c3cccc(NC(=O)CC)c3)=NO2)C[C@H]1C(N)=O (some centres undefined)
→ -5, 8, 6, -6, -9, -4, -1, -1, -9
CC1CCCC(NC(=O)c2nn(C)c3c2CS(=O)(=O)c2ccccc2-3)C1C (centres undefined)
→ -5, 3, 9, -2, 3, 3, -2, -2, 5
Cc1ccc(C(C(=O)NCCc2ccccc2)N(C(=O)c2csnn2)C2CC2)cc1 (centres undefined)
→ 0, 7, 8, -6, -5, -6, 2, -2, -1
O=C(CCCn1cnc([N+](=O)[O-])n1)Nc1ccc(Cl)c(Cl)c1
→ -3, 3, 4, -3, -7, 7, 2, -3, 0
CC(C)C(NC(=O)c1ccc(C(C)(C)C)cc1)C(=O)Nc1cccc(S(N)(=O)=O)c1 (centres undefined)
→ -2, 8, 4, -2, 5, 1, -3, -4, 4
COc1ccc(/C=C/C(=O)OC2CCCCC2CN(C)C)cc1 (centres undefined)
→ -3, 7, 3, -8, -2, -4, 1, -3, -7
Cc1ccc(C(=O)N/C(=C\c2cccs2)c2nc3ccccc3[nH]2)cc1
→ 2, 4, 1, -1, -4, 2, 3, -3, -1
OC12CCCCC1C(c1ccc3c(c1)OCO3)N(Cc1ccccc1F)CC2 (centres undefined)
→ 3, 0, -3, 4, 5, -4, 4, 1, 4
O=C(NCc1ccc2c(c1)OCO2)c1cc2c(s1)CS(=O)(=O)C2
→ -2, 5, -1, -3, -7, 8, -3, -2, 6
O=C(CNC(=O)c1ccccc1Br)N/N=C\c1cc([N+](=O)[O-])cc(Br)c1O
→ 3, 4, 8, 7, 6, -13, -1, 2, 15
Cc1ccc(NC(=O)COC(=O)c2ccc(Br)o2)cc1S(=O)(=O)N1CCCCC1
→ 0, -4, -2, -6, 26, ·, -9, ·, 11
CCn1cc(C(=O)NCc2cccc(C(F)(F)F)c2)c(=O)c2ccc(C)nc21
→ 2, 2, 2, 0, -5, -2, 1, 0, 5
CC1CCN(S(=O)(=O)c2ccc(NC(=O)C3CC(=O)N(c4ccccc4)C3)cc2)CC1 (centres undefined)
→ -4, -5, 17, -10, -1, 5, -6, -8, -2
CN1CCN(C(=O)c2ccccc2NC(=O)c2ccc(C(C)(C)C)cc2)CC1
→ -8, -3, -1, 1, 4, -1, -3, -1, 2
Cn1nc(C(=O)NCc2cccc(F)c2)cc1C(=O)NCc1cccc(F)c1
→ -4, 4, 7, 2, 4, ·, -1, ·, 5
COc1cccc(C2CC(c3ccccc3)n3ncnc3N2)c1 (centres undefined)
→ 0, 4, 2, -2, -9, 3, 0, -1, -4
COc1ccc(OC)c(C(=O)CSc2nnnn2C)c1
→ -4, 3, 6, -3, 9, 1, 1, -2, 3
CCOC(=O)c1sc(NC(=O)CSc2nc3ccccc3s2)c(C(=O)OCC)c1C
→ -2, ·, ·, -1, ·, -1, -2, 0, -5

# Some of the compounds tested; rates above refer to the full screens.
